Source: PubChem BioAssay
MCF10A rereplic = A quantitative high throughput screen for small molecules that induce DNA re-replication in MCF 10a normal breast cells. Potency, µM (series often up to 46.1 µM), inactives show top-dose activity, positive = re-replication, usual class: activators. 2.9% of 350,000 active. MCF 10A DNA re-replication, Hoechst nuclear intensity, 48 h. AID 624296, 2012; further: potency means the concentration at half of the fitted maximal effect; % of control where 0% means no effect; nearly all actives have a fitted effect of over 50% in size
ATXN2 expr inh = Primary qHTS for Inhibitors of ATXN expression; AID 1745845, 2022; 0.72% of 360,000 active; Potency, µM (top dose mostly 57 µM), for inactives: at the top dose activity change, negative = inhibition, actives largely listed as inhibitors; HEK-293 ATXN2-luciferase reporter, luminescence, 24 h; further: potency means the concentration at half of the fitted maximal effect; on the % scale 0 is the no-effect control and ±100 the full control effect; nearly all actives have a fitted effect of over 55% in size
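qHTS (up to 57 uM final) was run with 24 h compound exposure of reporter cells at 37 °C. Each well was multiplexed: SteadyGlo luminescence measured ATXN2-luciferase expression after a fluorogenic Gly-Phe-AFC viability readout (25 uM final).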
WRN helicase inh = qHTS for Inhibitors of WRN Helicase; Bifunctional 3'-5' exonuclease/ATP-dependent helicase WRN (Homo sapiens), Q14191; Potency, µM (top dose mostly 114 µM), for inactives: at the top dose activity change, negative = inhibition, most hits filed as inhibitors; AID 651768, 2012; 0.46% of 360,000 active; WRN helicase unwinding, fluorescent forked duplex, kinetic; further: potency means the concentration at half of the fitted maximal effect; on the % scale 0 is the no-effect control and ±100 the full control effect; nearly all actives have a fitted effect of over 55% in size
Target sequence (Q14191 whole entry, looked up): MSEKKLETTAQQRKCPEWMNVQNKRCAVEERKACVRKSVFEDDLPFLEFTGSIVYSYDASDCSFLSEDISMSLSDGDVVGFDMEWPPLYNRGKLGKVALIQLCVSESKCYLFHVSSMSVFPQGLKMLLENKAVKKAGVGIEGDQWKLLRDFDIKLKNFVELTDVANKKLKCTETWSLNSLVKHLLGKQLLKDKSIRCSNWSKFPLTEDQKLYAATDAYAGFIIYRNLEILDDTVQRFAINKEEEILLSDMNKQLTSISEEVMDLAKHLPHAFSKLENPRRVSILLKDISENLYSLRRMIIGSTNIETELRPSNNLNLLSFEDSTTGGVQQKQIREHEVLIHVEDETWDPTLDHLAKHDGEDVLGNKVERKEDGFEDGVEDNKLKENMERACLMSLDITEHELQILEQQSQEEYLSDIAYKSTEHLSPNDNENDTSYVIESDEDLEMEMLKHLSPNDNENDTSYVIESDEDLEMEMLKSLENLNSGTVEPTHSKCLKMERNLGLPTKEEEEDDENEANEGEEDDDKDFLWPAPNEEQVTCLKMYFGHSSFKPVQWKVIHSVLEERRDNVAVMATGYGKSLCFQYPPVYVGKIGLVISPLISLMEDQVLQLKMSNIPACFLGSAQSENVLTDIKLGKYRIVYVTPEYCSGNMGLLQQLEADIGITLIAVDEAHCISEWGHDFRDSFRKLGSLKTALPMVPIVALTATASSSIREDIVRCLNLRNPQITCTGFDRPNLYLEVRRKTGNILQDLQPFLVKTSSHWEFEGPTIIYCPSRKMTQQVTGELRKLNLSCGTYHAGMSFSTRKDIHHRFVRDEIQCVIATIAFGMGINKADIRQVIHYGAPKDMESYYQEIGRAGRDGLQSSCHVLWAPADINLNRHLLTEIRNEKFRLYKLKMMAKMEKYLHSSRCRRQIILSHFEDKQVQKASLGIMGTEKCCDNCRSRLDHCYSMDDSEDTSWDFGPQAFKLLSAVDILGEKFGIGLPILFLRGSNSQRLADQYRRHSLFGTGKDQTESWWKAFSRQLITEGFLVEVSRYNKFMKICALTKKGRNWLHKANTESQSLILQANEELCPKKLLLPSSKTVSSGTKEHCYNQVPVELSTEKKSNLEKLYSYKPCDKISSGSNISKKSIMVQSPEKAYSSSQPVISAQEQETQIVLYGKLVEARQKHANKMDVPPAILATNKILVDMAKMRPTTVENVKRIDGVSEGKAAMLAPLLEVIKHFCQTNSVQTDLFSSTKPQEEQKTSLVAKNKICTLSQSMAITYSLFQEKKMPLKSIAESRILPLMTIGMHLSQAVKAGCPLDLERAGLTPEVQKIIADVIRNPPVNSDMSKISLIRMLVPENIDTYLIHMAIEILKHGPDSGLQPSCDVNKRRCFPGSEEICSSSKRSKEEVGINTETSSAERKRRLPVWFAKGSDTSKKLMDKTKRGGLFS
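Screening of the MLSMR collection measured strand separation of a quenched forked DNA duplex (100 nM) by 20 nM WRN with 2 mM ATP, all final. Compounds were preincubated with enzyme 15 min at room temperature.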
KB-3-1 tox = qHTS assay for MDR1-selective chemotherapeutics: Primary screen using the parental adenocarcinoma cell KB-3-1; 1.4% of 400,000 active; KB-3-1 viability, CellTiter-Glo ATP luminescence, 72 h; AID 1347075, 2019; Potency, µM (series often up to 46.1 µM), for inactives: at the top dose activity change, negative = cytotoxic, actives largely listed as cytotoxic; further: potency means the concentration at half of the fitted maximal effect; on the % scale 0 is the no-effect control and ±100 the full control effect; nearly all actives have a fitted effect of over 60% in size
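Luminescent ATP read-out (CellTiter-Glo) measures survival of drug-naive KB-3-1 cells after 72 h compound exposure at 37 °C. Titration series was screened from lowest to highest concentration, with DMSO vehicle plates as background controls.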
SW480 rerep = A quantitative high throughput screen for small molecules that induce DNA re-replication in SW480 colon adenocarcinoma cells; 1.8% of 340,000 active; AID 624297, 2012; Potency, µM (doses to about 46.1 µM), without a hit: top-dose re-replication activation, hits mostly activators; SW480 DNA re-replication, Hoechst DNA content imaging, 48 h; further: potency means the concentration at half of the fitted maximal effect; % of control where 0% means no effect; nearly all actives have a fitted effect of over 55% in size
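Compounds, transferred as 23 nL by pin tool, were incubated with cells for 48 hr; DNA content per nucleus was then quantified by Hoechst staining and fluorescence plate imaging.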
IL-1B inflam inh = qHTS for Inhibitors of Inflammasome Signaling: IL-1-beta AlphaLISA Primary Screen. activity change, % at 57.5 µM. 4.7% of 360,000 active. THP-1 LPS/ATP IL-1B secretion, AlphaLISA, 16 h; stronger effect = lower value. AID 743279, 2014; in the data active means activity change below about -50%; inconclusive means mostly about -30% to -49%; further: on the % scale 0 is the no-effect control and ±100 the full control effect
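Secreted IL-1B measured by AlphaLISA bead assay after 16 h compound exposure of THP-1 cells; compounds (final up to 57.5 uM) added 1 h before LPS (250 ng/mL) and ATP (1.25 mM) stimulation; lower signal means less secretion.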
HT1080 IDH1KD tx = qHTS for induction of synthetic lethality in tumor cells producing 2HG: qHTS for the HT-1080-IDH1KD cell line; 2% of 360,000 active; Potency, µM (doses to about 46.1 µM), inactives show at the highest dose activity, negative = toxicity, most hits filed as cytotoxic; AID 686971, 2013; HT-1080 IDH1 knockdown viability, ATP luminescence, 48 h;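 further: potency means the concentration at half of the fitted maximal effect; 0% = DMSO wells and -100% = cell-free medium wells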
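Using the IDH1-knockdown HT-1080 line run in the same batch and compound series as the NT line, viability after 48 h at 37 °C was determined by CellTiter-Glo luminescence and expressed as % activity.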
KB-V1 cytotox = qHTS assay for MDR1-selective chemotherapeutics: Primary screen using the drug-selected MDR subline cells KB-V1 | KB-V1 MDR cells viability, CellTiter-Glo, 72 h | Potency, µM (titrated, usually from 46.1 µM), without a hit: at the highest dose activity change, negative = cytotoxicity, hits mostly cytotoxic | 3.4% of 400,000 active; further: potency means the concentration at half of the fitted maximal effect; on the % scale 0 is the no-effect control and ±100 the full control effect; nearly all actives have a fitted effect of over 60% in size
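KB-V1, DMEM (no phenol red) + 10% FBS; cpd pin-transferred, titration series; 72 h, 37 degrees C; CellTiter-Glo, luminescence. Data normalized, curve-fit.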
HT1080NT lethal = qHTS for induction of synthetic lethality in tumor cells producing 2HG: qHTS for the HT-1080-NT fibrosarcoma cell line. AID 686970, 2013. 1.6% of 360,000 active. Potency, µM (titrated, usually from 46.1 µM), inactives show at the top dose activity, negative = less viability, most hits filed as cytotoxic. HT-1080-NT fibrosarcoma viability, CellTiter-Glo ATP luminescence, 48 h;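 further: NT is the 2HG producing partner of a matched IDH1 knockdown line; potency means the concentration at half of the fitted maximal effect; 0% = DMSO-treated cells and -100% = media-only wells without cells; nearly all actives have a fitted effect of over 55% in size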
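Read-out is CellTiter-Glo luminescence after 10 minutes at room temperature, following 48 hours' compound treatment of HT-1080-NT cells (750 cells/well, RPMI, 5% FBS, 37 degrees C).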
Active calls of the source: *; ? = inconclusive; · = no result given; [ ] = remark or other dose. Unless noted, the call rests on the fitted dose curve; in most records, active means well fitted curve in the direction sought with a large enough effect; inconclusive means small, poorly fitted or top-dose-only effect, or another doubt; inactive means no such curve, though single readings can be large; an effect the other way counts as inactive or inconclusive.

SMILES	MCF10A rereplic	ATXN2 expr inh	WRN helicase inh	KB-3-1 tox	SW480 rerep	IL-1B inflam inh	HT1080 IDH1KD tx	KB-V1 cytotox	HT1080NT lethal
CCN(CC)CCNC(=O)C(Oc1ccccc1)Oc1ccccc1	0%	-19%	2%	0%	-6%	-2	0%	-1%	-7%
COCC1CCCCN1C(=O)C1CCN(c2nc(-c3ccccc3)nc3c2CCC3)CC1 (configuration not stated)	16%	-22%	3%	-19%	-26%	-24	-6%	-10%	-15%
Cc1cccc(C2c3[nH]c4ccccc4c3CCN2C(=O)c2cc(C(C)C)nc(N)n2)n1 (configuration not stated)	6%	-6%	-8%	29%	-16%	?	-12%	4%	-3%
O=C(c1ccccc1)N1CCN(c2nc3ccc([N+](=O)[O-])cc3s2)CC1	-6%	·	2%	?	7%	-2	-4%	-24%	-5%
CCCCNC(=O)C1(C)CCCCCN1Cc1cccc2c(OC)cc(C(=O)OCC)cc12 (configuration not stated)	·	?	-12%	?	·	-17	?	?	?
COCc1nnc(NC(=O)CS(=O)(=O)c2ccc(C)cc2)s1	12%	9%	1%	-2%	-6%	12	7%	2%	2%
Cn1c(=O)c2c(nc(CN3CCN(C(=O)c4ccco4)CC3)n2CC(=O)C(C)(C)C)n(C)c1=O	?	3%	13%	12%	-2%	6	14%	-12%	1%
COc1cccc(C2C=C(c3ccc(Br)s3)Nc3ncnn32)c1OC (configuration not stated)	0%	-6%	-7%	?	-34%[inhibitor]	-18	5%	5.2µM*	6%
COc1ccc(C(=O)N(C)C2CCCCC2)cc1S(=O)(=O)N1CCOCC1	-4%	-3%	-2%	1%	-4%	8	-3%	-12%	4%
O=C(NCN1CCCCC1)c1cccnc1	10%	-2%	0%	3%	-5%	-6	6%	-1%	9%
COc1ccc(C(=O)Nc2cccc(C(=O)N3CCN(C)CC3)c2)cc1	-1%	9%	0%	23%	-6%	2	3%[9.24 µM]	-22%	8%
COc1ccc(NC(=O)c2ccccc2Cl)c(NC(=O)c2ccco2)c1	-2%	12%	-4%	2%	4%	-11	8%	-30%	5%
CCc1nnc(NS(=O)(=O)c2ccc(NC(=S)NC(=O)c3ccccc3)cc2)s1	4%	-9%	-25%	5%	-3%	1	-3%	28%	0%
COc1cc(C(=O)Nc2cccc(-c3nc4cc(C)ccc4o3)c2C)cc(OC)c1OC	7.3µM*	-24%	3%	14%	1%	18	?	9%	-29%
O=C(CSc1ccc2c(c1)OCCO2)NC(=O)Cc1ccccc1	-1%	7%	-2%	14%	1%	12	27%	10%	25%
COC(=O)c1ccccc1NC(=O)NCC1CCCO1 (configuration not stated)	-2%	-2%	6%	2%	-12%	0	3%	-3%	5%
Cc1ccc(S(=O)(=O)/N=C2\C(=O)c3ccccc3C([O-])=C2n2cc[n+](CCC(C)C)c2)cc1	-5%	?	-9%	-2%	2%	44	10µM*	?	?
CN1C(=O)C(=O)/C(=C(/O)c2ccc(Br)cc2)C1c1cccc([N+](=O)[O-])c1 (configuration not stated)	?	0%	-1%	11%	-5%	-14	2%	25%	-1%
Cc1occc1C(=O)Nc1nnc(C2CCCCC2)s1	6%	42%[activator]	4%	0%	3%	-18	-3%	16µM*	8%
COC(=O)CSc1nc(N)c(NC(=O)c2ccc(OC)c(OC)c2)c(=O)[nH]1	8%	6%	-7%	?	-18%	-13	6%	6%	14%
CCCCN1C(=O)c2ccc(C(=O)N(C)CC(=O)Nc3ccc(OCC)c(OCC)c3)cc2C1=O	1%	15%	-9%	1%	2%	3	17%	0%	10%
COc1ccc(NS(=O)(=O)c2cc(NC(=O)c3ccc(=O)[nH]c3)ccc2N2CCCC2)cc1	?	2%	-25%	3.7µM*	?	73	2.1µM*	12%	?
O=[N+]([O-])c1cccc(S(=O)(=O)Nc2ccc(S(=O)(=O)N3CCCC3)cc2)c1	16%	2%	-10%	·	-4%	21	-1%	·	2%
COc1ccc(/C(N)=N/OC(=O)c2cccc([N+](=O)[O-])c2)cc1OC	-3%	6%	-23%	11%	-8%	-23	11%	4%	11%
O=C1C=C(N(CCO)CCO)C2(CCCCC2)O1	-2%	3%	12%	2%	0%	17	-7%	3%	0%
C/C(=N\N=C1\NC(=O)C(CC(=O)Nc2ccc(C)c(Cl)c2)S1)C(C)(C)C (configuration not stated)	?	·	-8%	0%	3%	-17	?	2%	-28%
COc1ccccc1OCC(=O)Nc1ccccn1	0%	-19%	-3%	-6%	-3%	-12	-27%	-5%	-17%
Cc1cc(C)n(C(=O)Cn2nc(C)c(Br)c2C)n1	5%	-11%	-29%	5%	-37%[inhibitor]	17	9%	0%	19%
O=C(CSc1nncn1-c1cccnc1)N1CCOCC1	0%	28%	-3%	12%	-698%[inhibitor]	0	-7%	2%	-1%
O=C(O)C1=NOC(CNc2ncc(C(F)(F)F)cc2Cl)C1 (configuration not stated)	1%	-3%	1%	0%	2%	12	23%	0%	10%
COc1cc2c(cc1OC)C(=O)CC(C)S2 (configuration not stated)	3%	0%	-6%	-19%	0%[9.22 µM]	-23	-3%	-3%	0%
CCOC(=O)c1ccc(NC(=S)Nc2cccc(C)n2)cc1	?	-1%	-23%	-14%	4%	19	-1%	0%	-2%
FC(F)(F)c1ccc(CN2C[C@@H]3C(c4ccc(Cl)nc4)C4(c5ccccc5)CC3(C4)[C@H]2c2ccccc2)cc1 (some centres not stated)	13%	-11%	1%	-15%	-29%	13	-3%	?	-6%
Cc1cc2cc(OCC(=O)O)ccc2n1C	0%	-10%	-1%	-6%	-3%	-10	7%	21%	-1%
O=C(Cn1ccc(C(F)(F)F)n1)NNC(=O)c1ccco1	1%	-4%	1%	-20%	-4%	0	-2%	-25%	-6%[9.24 µM]
Cc1c(C#N)c(N)nc2c3c(sc12)NC(=O)CC3c1ccc(Cl)cc1 (configuration not stated)	?	?	-26%	13%	·	28	16µM*	?	21µM*
C=C(C)COc1ccc(-c2ncncc2Oc2ccc(OC)cc2)c(O)c1	1%	11%	-5%	-1%	?	-10	12%	-27%	-4%
Cc1cc(C)c(C)c(S(=O)(=O)Nc2cccc(-n3cnnn3)c2)c1C	-1%	0%	0%	-11%	1%	11	-6%	-6%	-9%
COc1cc(C2/C(=C(/O)c3ccc(F)cc3)C(=O)C(=O)N2CCCC(=O)O)ccc1O (configuration not stated)	9%	2%	0%	-5%	0%	-11	1%	2%	11%
NC(=O)c1ccc(NC(=O)CCCN2C(=O)c3ccccc3C2=O)cc1	5%	-2%	5%	7%	-3%	8	3%	-2%	8%
CCOC(=O)c1c(C)[nH]c2c1cc(O)c1ccccc12	4%	99%[activator]	-21%	3%	3%	-15	?	0%	?
CC(=O)C(CC(=O)N1CCCC1)C(=O)Nc1ccc(Cl)cc1 (configuration not stated)	-8%	·	10%	6%	-4%	21	5%	-9%	-8%
COC(=O)c1cc(=O)n(Cc2ccc3c(c2)OCO3)c(=Nc2ccccc2)s1	4%	-25%	-6%	?	-16%	12	?	3%	?
Cc1ccc(OCCNC(=O)CNC(=O)c2ccc(C)c(C)c2)cc1	-2%	-6%	1%	2%	1%	-4	-5%	-14%	0%
COC1=CC(=O)c2nc(Cl)ccc2C1=O	·	3.2µM*	-30%[57.1 µM]	?	·	-111*	2.9µM*	?	3.7µM*
N/C(=N\OC(=O)c1cc(-c2ccccc2)nc2ccccc12)c1ccccn1	4%	·	-6%	-13%	-6%	-26	5%	1%	9%
COCCCn1c(-c2ccccc2Cl)n[nH]c1=S	-2%	-5%	2%	0%	-2%	26	5%	10%	8%
COc1cccc(-n2c(SCC(N)=O)nnc2-c2ccncc2)c1	?	-4%	2%	-4%	1%	7	-1%	3%	14%
CC(=O)CC[C@@H](C)O[C@@H]1OC(C)[C@H](O)CC1O (some centres not stated)	18%	1%	5%	-27%	-3%	29	-3%	-20%	6%
COc1ccc(Nc2nc(N)nc(CN3CCc4ccccc4C3)n2)cc1	?	40%[activator]	-3%	?	?	21	?	-18%	?
Further compounds.
SMILES	MCF10A rereplic	ATXN2 expr inh	WRN helicase inh	KB-3-1 tox	SW480 rerep	IL-1B inflam inh	HT1080 IDH1KD tx	KB-V1 cytotox	HT1080NT lethal
Cc1nn(Cc2ccc(Cl)cc2)c(C)c1NC(=O)C1CC=CCC1C(=O)O (configuration not stated)	-15%	6%	-4%	6%	-4%	9	6%	-14%	8%
COc1cccc(Oc2cn[nH]c2-c2ccc(OCC(=O)NN)cc2O)c1	1%	·	-10%	4%	17%	-3	-1%	0%	-14%
COc1ccc(OC(=O)c2cc3cc(Cl)ccc3oc2=O)cc1	-10%	-8%	7%	-15%	-1%	0	-1%	0%	1%
O=C(O)Cc1ccc(NC(=S)NCc2ccco2)cc1	8%	-1%	-11%	23%	-2%	15	17%	14%	12%
Cc1ccc(NC(=O)COc2coc(CN3CCN(Cc4ccccc4)CC3)cc2=O)cc1	?	-29%	4%	-23%	21%	-9	-18%	0%	-16%

One compound at a time, from the list above. Order of screens: MCF10A rereplic	ATXN2 expr inh	WRN helicase inh	KB-3-1 tox	SW480 rerep	IL-1B inflam inh	HT1080 IDH1KD tx	KB-V1 cytotox	HT1080NT lethal
Results for `O=C(O)Cc1ccc(NC(=S)NCc2ccco2)cc1` → 8%	-1%	-11%	23%	-2%	15	17%	14%	12%
Results for `Cc1nn(Cc2ccc(Cl)cc2)c(C)c1NC(=O)C1CC=CCC1C(=O)O` (configuration not stated) → -15%	6%	-4%	6%	-4%	9	6%	-14%	8%

No enrichment for hits; any-hit rate near 12%.
